PI5P4Ka inh: PI5P4K alpha (human) kinase inhibition | max response, % | AID 652105 | 1.2% of 330,000 active | PI5P4Kalpha enzyme, ADP-Glo luminescence, 60 min; stronger effect = lower value; active means max response of -50% or lower; inconclusive means between -30% and -50%; inactive means -30% or higher; further: value at the top dose of about 77 µM; on the % scale 0 is the no-effect control and ±100 the full control effect
Target sequence (P48426 whole entry, looked up): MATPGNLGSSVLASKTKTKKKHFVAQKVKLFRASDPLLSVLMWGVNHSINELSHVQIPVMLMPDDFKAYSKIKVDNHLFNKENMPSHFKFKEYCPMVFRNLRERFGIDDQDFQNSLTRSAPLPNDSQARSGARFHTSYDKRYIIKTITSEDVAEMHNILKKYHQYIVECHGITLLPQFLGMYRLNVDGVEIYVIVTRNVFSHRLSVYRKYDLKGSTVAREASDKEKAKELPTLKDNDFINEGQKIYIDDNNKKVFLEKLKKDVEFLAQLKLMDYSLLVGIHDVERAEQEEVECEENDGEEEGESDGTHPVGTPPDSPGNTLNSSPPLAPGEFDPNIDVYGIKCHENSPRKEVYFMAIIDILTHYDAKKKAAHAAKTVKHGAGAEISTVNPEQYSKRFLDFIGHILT
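Controls without substrate or without enzyme flank wells where PI5P4Kalpha converts substrate using 5 microM ATP (final). Incubation lasts 60 minutes at room temperature; ADP formed is read by ADP-Glo luminescence.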
PLK1 PBD inh: PLK1 (human) polo-box domain binding inhibition; Plk1 PBD binding of FITC phosphopeptide, fluorescence polarization; P53350; AID 720504; 2.8% of 360,000 active; Potency, µM, for inactives: max response, negative = inhibition, hits mostly inhibitors; further: potency means the concentration at half of the fitted maximal effect; series mostly up to about 57 µM; on the % scale 0 is the no-effect control and ±100 the full control effect; nearly all actives have a fitted effect of over 65% in size
Target sequence (P53350 whole entry, looked up, the tested form may be a part): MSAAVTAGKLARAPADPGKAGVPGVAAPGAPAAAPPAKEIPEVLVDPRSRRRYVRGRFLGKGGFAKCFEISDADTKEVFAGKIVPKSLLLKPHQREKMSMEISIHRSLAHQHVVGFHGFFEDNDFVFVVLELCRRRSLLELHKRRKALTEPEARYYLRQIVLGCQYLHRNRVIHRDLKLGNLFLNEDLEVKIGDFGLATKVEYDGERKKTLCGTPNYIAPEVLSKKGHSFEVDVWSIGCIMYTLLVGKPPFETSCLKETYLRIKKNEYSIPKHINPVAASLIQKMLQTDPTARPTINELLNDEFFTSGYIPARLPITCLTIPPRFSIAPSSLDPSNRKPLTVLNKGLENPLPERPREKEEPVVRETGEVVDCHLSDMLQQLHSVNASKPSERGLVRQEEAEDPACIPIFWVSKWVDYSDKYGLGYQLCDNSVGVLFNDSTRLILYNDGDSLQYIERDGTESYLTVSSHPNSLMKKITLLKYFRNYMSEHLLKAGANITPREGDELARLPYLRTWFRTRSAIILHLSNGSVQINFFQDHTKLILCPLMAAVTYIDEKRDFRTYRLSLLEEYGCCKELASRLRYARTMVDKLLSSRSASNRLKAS
WRN helicase inh: blocks human WRN helicase; 0.46% of 360,000 active; Potency, µM (doses to about 114 µM), without a hit: at the top dose activity change, negative = inhibition, usual class: inhibitors; WRN helicase unwinding, fluorescent forked duplex, kinetic; AID 651768; further: potency means the concentration at half of the fitted maximal effect; on the % scale 0 is the no-effect control and ±100 the full control effect; nearly all actives have a fitted effect of over 55% in size
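Primary qHTS, 1536-well format. 20 nM WRN + compound, 15 min RT; start with 100 nM forked fluorophore/quencher duplex, 2 mM ATP (final); kinetic read ex 525/em 598 nm.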
Abeta rescue: compounds reversing amyloid beta toxicity in yeast; yeast expressing A-beta42, growth rescue, OD600, 48 h; response scale: 0% DMSO, 100% iron-clioquinol control; Potency, µM (doses to about 46.1 µM), for the others: at the top dose growth rescue, actives largely listed as activators; 0.063% of 410,000 active; further: potency means the concentration at half of the fitted maximal effect; nearly all actives have a fitted effect of over 55% in size
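Yeast growth medium received pinned compounds, then yeast cells expressing toxic A-beta were added; plates incubated at 30 C for 48 hr. Growth read as absorbance at 600 nm, normalized to DMSO and equimolar FeCl3 plus clioquinol controls.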
EPAC1 antagonist: antagonists of human EPAC1; O95398; EPAC1 GEF assay, Rap1b-BODIPY-GDP exchange fluorescence; Potency, µM (highest dose often 115 µM), without a hit: top-dose activity change, negative = inhibition, hits mostly inhibitors; 0.14% of 360,000 active;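 further: potency means the concentration at half of the fitted maximal effect; plate controls were vehicle for no effect and positive control for full effect; nearly all actives have a fitted effect of over 50% in size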
IL2 activator: IL-2 activation. IL-2 activation reporter assay, cell-based qHTS; stimulated with anti-CD3/CD4/CD28 beads; in transgenic mouse T cells. activation, % (series mostly up to about 46 µM). 0.065% of 360,000 active. AID 652025; in the data active means activation above about 50%; inconclusive means mostly about 30% to 49%; further: 0% is about no effect
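Unstimulated transgenic mouse T cells, 750 per well, received compound and, after 60 minutes, anti-CD3/anti-CD4 bead plus anti-CD28 stimulation. EGFP and DsRed were quantified after 18 hours.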
FUS yeast rescue: suppressors of FUS proteinopathy in yeast | S. cerevisiae FUS-expressing, growth rescue, OD600, 24 h | 0.24% of 390,000 active | Potency, µM (highest dose often 76.6 µM), for inactives: top-dose growth rescue (activation), hits mostly activators;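 further: potency means the concentration at half of the fitted maximal effect; plate controls were DMSO vehicle for no effect and reference control for full effect; nearly all actives have a fitted effect of over 55% in size; some results filed as inactive show a strong effect at the top dose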
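Restored growth of FUS-toxic S. cerevisiae, read as 600 nm absorbance after 24 h at 30C in galactose medium (starting OD 0.005). Controls CP55940 and DMSO.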
EPAC1 agonist: EPAC1 (human) agonism | AID 720707 | EPAC1 agonist qHTS, biochemical assay; response scale: 100% = response to 6.5 mM cAMP | 0.073% of 360,000 active | O95398 | Potency, µM (series often up to 154 µM), for inactives: at the highest dose activation, usual class: activators; further: potency means the concentration at half of the fitted maximal effect; nearly all actives have a fitted effect of over 60% in size
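EPAC1 100 nM, Rap1B–BODIPY-GDP 250 nM, unlabeled GDP 50 uM; compound titration; 5 min RT; kinetic read ex480/em540 at 5-min intervals ×30 min; data normalized to 6.5 mM cAMP agonist control.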
aSyn rescue: alpha-synuclein toxicity inhibition in yeast; Potency, µM (top dose mostly 46.1 µM), inactives show at the highest dose growth rescue (activation), most hits filed as activators; Yeast expressing alpha-synuclein, growth rescue, BacTiter-Glo, 24 h; 0.14% of 370,000 active; further: potency means the concentration at half of the fitted maximal effect; % of control where 0% means no effect; nearly all actives have a fitted effect of over 65% in size
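Screening used galactose-induced yeast with toxic alpha-synuclein levels, exposed to compound for 24 hr at 30 deg C. Cell growth, read with BacTiter-Glo luminescence, gave the measured signal.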
An asterisk follows results filed as active; ? = inconclusive; nt = not tested or not shown; [ ] = dose if it differs, or a comment. Unless noted, the call rests on the fitted dose curve; in most records, active means well fitted curve in the direction sought with a large enough effect; inconclusive means small, poorly fitted or top-dose-only effect, or another doubt; inactive means no such curve, though single readings can be large; an effect the other way counts as inactive or inconclusive.

(1) COc1ccc(N2CCN(C(=O)CSc3nnnn3-c3ccc4c(c3)OCCO4)CC2)cc1
(2) CCOc1ccc(/C=C2\SC(N3CCc4ccccc4C3)=NC2=O)cc1
(3) Cc1sc2nc(CN(C(=O)NCc3ccccc3)C3CCCC3)[nH]c(=O)c2c1C
(4) CCC1=C(OC(=O)c2ccccc2)C(C)(C)C(c2ccccc2)OC1=O (configuration not stated)
(5) Cc1nn(-c2nc3ccccc3[nH]2)c(N)c1-c1ccc(Cl)cc1

entry no.	1	2	3	4	5
PLK1 PBD inh	3%	-5%	-4%	-1%	-2%
EPAC1 antagonist	5%	16%	?	13%	-27%
aSyn rescue	-1%	-3%	3%	-21%	-22%
WRN helicase inh	-7%	-6%	-30%	-3%	-16%
PI5P4Ka inh	nt	-2	2	12	7
EPAC1 agonist	2%	11%	-1%	3%	13%
FUS yeast rescue	31%	12%	38%	2%	nt
Abeta rescue	10%	-4%	1%	9%	-31%[inhibitor]
IL2 activator	-0.3	1.3	-3.6	0.2	-0.3

Structures listed so far that have sulfur (three):
(1) COc1ccc(N2CCN(C(=O)CSc3nnnn3-c3ccc4c(c3)OCCO4)CC2)cc1
(2) CCOc1ccc(/C=C2\SC(N3CCc4ccccc4C3)=NC2=O)cc1
(3) Cc1sc2nc(CN(C(=O)NCc3ccccc3)C3CCCC3)[nH]c(=O)c2c1C

entry no.	1	2	3
PLK1 PBD inh	3%	-5%	-4%
EPAC1 antagonist	5%	16%	?
aSyn rescue	-1%	-3%	3%
WRN helicase inh	-7%	-6%	-30%
PI5P4Ka inh	nt	-2	2
EPAC1 agonist	2%	11%	-1%
FUS yeast rescue	31%	12%	38%
Abeta rescue	10%	-4%	1%
IL2 activator	-0.3	1.3	-3.6

(more compounds)
(6) COc1cccc(C(NC(C)=O)c2nc(-c3cccc(O)c3)cs2)c1 (configuration not stated)
(7) O=C(Nc1ccc(Cl)cn1)Nc1ccc(Cl)cn1
(8) COc1ccc(C(=O)N/C(=C\c2ccc(SC)cc2)C(=O)NCCCn2ccnc2)cc1OC
(9) Cc1ccc(S(=O)(=O)N(CCC#N)C2CCCCC2)c2nsnc12
(10) CC(C)CC(NC(=O)CCC(=O)OCC(=O)[C@@]1(O)CCC2[C@@H]3CCC4=CC(=O)C=C[C@]4(C)C3[C@@H](O)C[C@@]21C)C(=O)O (some centres not stated)

entry no.	6	7	8	9	10
PLK1 PBD inh	-11%	-6%	-1%	-5%	7%
EPAC1 antagonist	-17%	-2%	6%	-8%	6%
aSyn rescue	-2%	-5%	-3%	0%	8%
WRN helicase inh	-2%	-3%	5%	-15%	-3%
PI5P4Ka inh	-5	-15	1	13	-4
EPAC1 agonist	-7%	3%	-2%	2%	5%
FUS yeast rescue	6%	2%	nt	nt	-3%
Abeta rescue	-15%	-12%	0%	15%	4%
IL2 activator	-0.1	-1.2	-5.8	0.3	1.0

(11) Cc1c(NC(=O)NC2CCCCC2)cccc1[N+](=O)[O-]
(12) C/C(=N\Nc1nc2ccccc2[nH]1)c1ccc(N2CCOCC2)cc1
(13) O=c1c2c(nc3nc(SCc4ccccc4)[nH]n13)CCC2
(14) CCNc1nc(NCC)nc(OCCOC(C)=O)n1
(15) C=CCn1c(C)cc(C2=NNC(=NCc3ccccc3)SC2)c1C

entry no.	11	12	13	14	15
PLK1 PBD inh	-20%	0%	-8%	-11%	-10%
EPAC1 antagonist	5%	-1%	16%	-14%	5%
aSyn rescue	-1%	10%	-13%	-3%	0%
WRN helicase inh	-1%	-7%	7%	-6%	3%
PI5P4Ka inh	2	-11	nt	7	-17
EPAC1 agonist	3%	3%	-6%	-6%	-1%
FUS yeast rescue	-3%	7%	18%	-11%	27%
Abeta rescue	-17%	1%	-10%	?	-8%
IL2 activator	0.5	-5.6	1.1	0.1	-1.0

(16) CC(NS(=O)(=O)c1ccc(OCC(=O)N2CCOCC2)cc1)c1ccccc1 (configuration not stated)
(17) CCN(CC)C(CNC(=O)CSc1nnnn1-c1c(C)cccc1C)c1ccco1 (configuration not stated)
(18) O=C1CC(c2ccco2)CC(O)=C1C=NCCN1CCN(C(=S)Nc2ccccc2)CC1 (configuration not stated)
(19) Cc1cc(NC(=O)NCc2ccco2)ccc1NC(=O)NCc1ccco1
(20) Cc1cc2c(cc1S(=O)(=O)Nc1ccc(F)cc1)n(C)c(=O)c(=O)n2C

entry no.	16	17	18	19	20
PLK1 PBD inh	-5%	-1%	-1%	-9%	-5%
EPAC1 antagonist	-2%	1%	15%	-14%	-10%
aSyn rescue	1%	0%	14%	-12%	3%
WRN helicase inh	2%	-8%	-31%	-15%	-9%
PI5P4Ka inh	19	-7	-1	-15	2
EPAC1 agonist	-8%	6%	-2%	5%	5%
FUS yeast rescue	-16%	2%	13%	19%	-15%
Abeta rescue	2%	6%	-12%	-3%	5%
IL2 activator	0.8	-4.0	2.2	-0.4	6.0

(21) CN(C)S(=O)(=O)c1ccc(Cl)c(C(=O)OCC(=O)NC(=O)c2cccn2C)c1
(22) COc1ccc(Cc2nnc(SCC(=O)Nc3ccc(C)cc3)n(N)c2=O)cc1
(23) CCOc1ccc(CCNC(=O)c2cc(C)on2)cc1OCC
(24) Cc1ccc(C)c(C(=O)CCC(=O)NNC(=O)c2cccs2)c1
(25) C=CCN1C(=O)c2ccc(C(=O)NCC(c3ccccc3)N(C)C)cc2C1=O (configuration not stated)

entry no.	21	22	23	24	25
PLK1 PBD inh	-4%	-2%	-10%	3%	-5%
EPAC1 antagonist	-28%	5%	-13%	5%	9%
aSyn rescue	0%	0%	-4%	2%	-24%
WRN helicase inh	-4%	-7%	5%	3%	-35%
PI5P4Ka inh	-13	-1	6	-5	2
EPAC1 agonist	1%	-8%	-3%	-9%	-2%
FUS yeast rescue	nt	-1%	-5%	nt	32%
Abeta rescue	7%	-11%	4%	0%	5%
IL2 activator	0.0	9.8	-1.6	-0.7	-1.7

(26) O=C(O)CCC(NC(=S)Nc1ccccc1)C(=O)O (configuration not stated)
(27) Cc1cc(C)cc(OCc2nnc(SCC(=O)Nc3ccccc3)o2)c1
(28) O=C(NCc1ccco1)C1Cc2c(-c3cccc(F)c3)ccnc2O1 (configuration not stated)
(29) Cc1c(-n2cc(C(=O)O)c(=O)c3cc(F)c(N4CCCC4)c(F)c32)c(=O)n(-c2ccccc2)n1C
(30) COc1ccc(OC)c(-c2csc(NC(=O)CSc3ccccc3)n2)c1

entry no.	26	27	28	29	30
PLK1 PBD inh	-12%	-4%	-11%	-10%	-20%
EPAC1 antagonist	-4%	4%	10%	10%	-18%
aSyn rescue	-1%	-11%	-2%	1%	3%
WRN helicase inh	-7%	10%	-3%	-4%	-15%
PI5P4Ka inh	9	4	-65*	0	-17
EPAC1 agonist	0%	-3%	-12%	-2%	15%
FUS yeast rescue	-6%	?	3%	-1%	-8%
Abeta rescue	27%	-11%	0%	8%	18%
IL2 activator	2.2	-3.8	-0.4	-1.8	-2.4

(31) CCN(CC)c1ccc(C(=O)N2CCN(Cc3ccccc3)CC2)cc1
(32) COc1cccc(NC(=O)CSc2ccc(-c3ccco3)nn2)c1
(33) CCOc1ccc2ccccc2c1CNc1nnnn1C
(34) CCCSc1nc(N2CCCC2)c2c(c1C#N)CC(C)(C)OC2
(35) CCN(C[C@H]1N[C@@](CC)(C(=O)OC)[C@H]2C(=O)N(Cc3ccccc3)C(=O)[C@@H]12)C(=O)Nc1ccc(C(F)(F)F)cc1

entry no.	31	32	33	34	35
PLK1 PBD inh	?	-19%	-11%	-8%	-3%
EPAC1 antagonist	-3%	5%	-12%	9%	-3%
aSyn rescue	-5%	-11%	4%	-1%	-9%
WRN helicase inh	-5%	-30%	-2%	-4%	-3%
PI5P4Ka inh	1	-27	0	8	3
EPAC1 agonist	1%	-1%	-11%	12%	-2%
FUS yeast rescue	-12%	32%	-3%	12%	4%
Abeta rescue	-18%	-14%	5%	2%	-5%
IL2 activator	-0.3	-1.7	-1.9	-1.5	0.8

(36) CC1(C)Oc2ccc(C(=O)Nc3ccccc3)cc2N(CC#N)C1=O
(37) CC(=O)C1=C(O)C(=O)N(Cc2ccco2)C1c1cccc(F)c1 (configuration not stated)
(38) CCCc1cc(=O)oc2cc(OCC(=O)NCCCn3ccnc3)ccc12
(39) Cc1cccn2cc(CCNC(=O)c3ccco3)nc12
(40) CCn1cc(CN2CCC(C(=O)Nc3ccc(Oc4ccccc4F)cc3)CC2)cn1

entry no.	36	37	38	39	40
PLK1 PBD inh	0%	-20%	-1%	1%	5%
EPAC1 antagonist	-13%	-9%	-6%	?	7%
aSyn rescue	8%	4%	-2%	-1%	?
WRN helicase inh	3%	-1%	1%	8%	2%
PI5P4Ka inh	2	-11	5	6	-6
EPAC1 agonist	-1%	2%	-12%	1%	-21%
FUS yeast rescue	19%	2%	4%	-10%	-4%
Abeta rescue	12%	2%	0%	3%	1%
IL2 activator	0.0	1.7	-0.8	-2.4	-3.7

(41) CCc1cc2c(=O)c(-c3ccc(F)cc3)c(C)oc2cc1OCC(=O)O
(42) O=C(Nc1cccnc1N1CCOCC1)c1cccs1
(43) N/C(=N\OC(=O)COc1ccccc1)c1cccnc1
(44) Cc1ccc(C(=O)OCC(=O)NCc2ccco2)cc1
(45) O=C(O)CCCCCCCCCCCNC(=O)NC12CC3CC(CC(C3)C1)C2
(46) O=C(CNC(=O)c1ccc(Br)cc1)NC1CC1
(47) CC(C)CCNCC1OCc2ccccc2CO1

entry no.	41	42	43	44	45	46	47
PLK1 PBD inh	-11%	7%	2%	-6%	?	5%	-4%
EPAC1 antagonist	-11%	-10%	4%	-17%	-10%	-2%	-26%
aSyn rescue	-1%	8%	-1%	0%	1%	0%	-4%
WRN helicase inh	-2%[57.1 µM]	5%	-4%	-8%	-6%	9%	6%
PI5P4Ka inh	0	-6	6	-16	-3	2	5
EPAC1 agonist	-9%	-10%	0%	-7%	11%	10%	-4%
FUS yeast rescue	6%	-2%	-22%	7%	-25%	-4%	-5%
Abeta rescue	-7%	-1%	nt	-15%	11%	1%	-8%
IL2 activator	0.7	-3.5	0.7	1.8	-0.1	-0.6	-2.4

Screening results as filed in PubChem BioAssay.
